# From PubChem
# Growth percent in the NCI-60 one-dose screen (48 h, 10 µM unless noted): 100 = growth as untreated, 0 = no growth, -100 = all killed.
# U251 = U251 CNS tumor cells. 5.4% of 80,000 active
# SF-295 = SF-295 CNS cancer cells | 5.6% of 79,000 active
# TK-10 = TK-10 renal cancer cells | AID 1794769 | 3.9% of 81,000 active
# DU-145 = DU-145 prostate cancer; 4.2% of 81,000 active; AID 1794760
# SF-539 = SF-539 CNS cancer; 6.8% of 81,000 active; AID 1794752
# UO-31 = UO-31 renal cancer; 5.2% of 81,000 active; AID 1794768
# SN12C = SN12C renal cancer cells; 3.8% of 81,000 active
# 786-0 = 786-0 renal cancer cells. AID 1794775. 5.1% of 81,000 active
# PC-3 = PC-3 prostate cancer cells; 3.9% of 80,000 active
# * hit, by the source's call; x = no result given. How the source made its calls: active means growth percent below 10; inactive means the rest.
SMILES,U251,SF-295,TK-10,DU-145,SF-539,UO-31,SN12C,786-0,PC-3
COc1ccc(CNc2ccccn2)cc1OC,103.6,87.3,115.3,116.2,104.0,109.7,105.0,107.6,94.1
O=C(NCCCNc1nccc(-n2ccc3cccnc32)n1)c1ccc(Cl)cc1,100.0,95.5,99.4,101.4,97.1,95.0,95.8,96.0,98.3
COC(=O)N[C@@H](C)CNc1nccc(-c2sc(C(C)(C)C)nc2-c2cccc(NS(=O)(=O)c3c(F)cccc3F)c2F)n1,75.4,95.6,59.0,85.0,85.6,34.3,53.2,94.4,91.1
Cc1nc2cc(-n3c(-c4ccc(F)cc4)nc4ccccc4c3=O)ccc2n1Cc1ccccc1,9.6*,47.1,30.5,20.8,-72.6*,35.7,x,8.0*,9.7*
Nc1c(Cl)cc(S(=O)(=O)O)cc1Br,113.0,106.6,115.5,124.3,102.9,110.9,107.1,99.2,118.4
Cc1ccc(-c2cc[nH]c(=O)c2-c2nc3ccccc3s2)cc1,100.8,101.1,139.5,113.5,97.3,69.4,101.1,104.2,103.4
O=C(O)CNC(=O)CNC(=O)C(Br)Cc1ccccc1 (stereo not drawn),98.3,104.2,96.3,115.9,107.3,96.4,102.2,113.5,96.9
CNCc1cccc2c1OCCOCCN(C)C(=O)CN(C)S(=O)(=O)c1ccc(cc1)-c1cnc(N)c(n1)C(=O)N2,-62.3*,36.1,11.5,7.8*,-50.7*,101.4,20.7,-40.3*,57.9
CCn1c(=O)c2[nH]c(Cl)nc2n(CC)c1=O,68.8,73.6,100.7,108.8,102.0,105.4,110.7,96.5,65.0
CCCCC/C(C)=N\NC(N)=S,80.2,83.4,100.1,85.2,102.8,61.8,84.4,101.1,89.4
c1ccc(Cn2cc(-c3nc4ccccc4s3)c3cccnc32)cc1,100.4,102.0,117.8,101.7,100.4,76.7,94.5,104.0,97.0
COc1cc(-c2nnc(SC)n2-c2ccccc2)c(O)c2ccccc12,x,98.7,112.2,107.0,101.9,83.0,97.9,99.1,88.2
CCCCCCCCCCCCCCCCCC(=O)Nc1ccc(OC)cc1,102.4,105.7,99.8,111.6,97.3,88.8,99.7,101.9,93.3
CCCCN=C(C)CC(=O)CC(=O)c1ccccc1,77.9,89.5,109.9,93.2,93.9,72.5,84.0,98.5,70.9
COc1ccc(/C=C(/NC(=O)c2ccccc2)C(=O)Nc2ccc(S(N)(=O)=O)cc2)cc1OC,96.3,102.1,109.6,117.1,92.6,77.9,97.6,109.5,102.7
CCOC(=O)c1nn(-c2ccccc2)cc1/C=C1\SC(=S)N(CCc2ccccc2)C1=O,94.3,95.3,96.5,103.8,96.6,79.4,92.0,101.4,83.0
COc1ccc(-c2nc(SCc3cc(=O)oc4cc(C)ccc34)[nH]c(=O)c2C#N)cc1,97.9,105.8,99.0,110.0,96.9,84.8,100.4,99.7,97.2
O=C1OC2CCCC2C12C(=O)O[C@@H]1CCC[C@@H]12 (mixture of isomers),97.4,97.7,97.4,108.4,103.7,x,103.9,105.1,95.8
O=c1cc2c(=O)oc3cc(O)c(O)oc3c2c(O)c1O,103.4,100.4,68.5,111.1,102.1,85.7,106.6,85.4,102.5
O=C(O)c1ccc(-c2nn(-c3ccc(C(=O)O)cc3)cc2CNc2ccc(Br)cc2)cc1,106.1,101.2,98.4,101.8,101.4,87.7,110.6,101.8,100.9
Cc1ccc(C(C)C)cc1NC(=O)c1ccccc1O,41.0,61.8,69.4,63.3,49.5,16.6,37.8,58.8,33.4
N=C(N)N=Nc1ccc(NN=C(N)N)c2ccccc12,35.5,106.5,108.1,112.6,x,69.6,73.2,95.3,87.8
C[n+]1ccc(C#N)c2ccccc21,103.8,x,128.6,91.8,99.5,55.4,103.8,90.2,106.8
O=C(O)[C@@H]1c2ccccc2C(=O)N(c2ccccc2)[C@H]1c1ccccc1,86.9,98.4,87.6,106.8,99.5,88.5,100.1,100.1,84.3
CC(=O)C[n+]1ccc(C)cc1Sc1ccccc1C,93.3,96.8,106.1,98.1,88.5,78.5,64.8,93.5,91.8
Cc1cccc2c1nc(-c1c(F)cc(C(=O)O)cc1F)n2Cc1c(F)cccc1F,96.9,97.2,101.7,116.6,97.8,101.0,110.1,95.8,82.1
CC(C)CC1(C)CNC(=O)NC1,108.0,105.9,102.7,108.1,91.6,95.5,105.6,109.9,89.9
Nc1c(C(=O)Nc2ccccc2)sc2nc3c(cc12)CN(CCc1ccccc1)CC3,91.3,102.6,113.4,98.3,95.3,80.3,89.4,101.1,88.1
COC(=O)c1c(C(=O)OC)c2n(CC(=O)Nc3cccc4cccnc34)c3ccccc3n2c1C(=O)c1ccc(Cl)cc1,103.9,105.7,110.1,109.5,97.2,76.0,97.8,101.4,87.2
C=C1C(=O)O[C@H]2[C@H]1CC/C(Cn1cc(CNCCc3c[nH]c4ccccc34)nn1)=C\CC[C@@]1(C)O[C@@H]21,92.8,102.2,94.9,104.4,81.1,80.7,95.0,99.1,94.1
COc1ccc2sc3c(Cl)nc4ccccc4c3c(=O)c2c1,104.1,101.4,142.6,110.9,93.9,71.9,87.8,107.3,88.1
O=C(CSc1nnc(-c2ccccc2)o1)NC1=NN=C(c2ccc(Cl)cc2)CS1,94.2,97.7,101.5,106.6,96.8,88.0,101.3,101.2,85.1
OC(N1CSC(=S)N(C(O)C(Cl)(Cl)Cl)C1)C(Cl)(Cl)Cl (stereo not drawn),92.1,101.0,118.9,109.0,x,82.4,91.0,122.4,89.9
N#Cc1c(N)nc2c(nnn2-c2cccc(C(F)(F)F)c2)c1N,85.2,95.6,90.2,99.0,96.9,58.2,87.7,101.3,86.8
CCCCOC(=O)c1ccc(NC(=O)C(C)N2CCOCC2)cc1 (stereo not drawn),93.2,101.0,97.2,107.4,102.0,88.3,104.3,99.1,72.7
O=C(NC(=O)c1c(Cl)nc2sccn12)Nc1ccc(Cl)cc1,53.5,101.1,80.4,90.1,41.4,78.8,79.8,57.0,88.6
CC(=O)NC(CCC(=O)c1ccc(Cl)cc1)(C(=O)O)C(=O)O,96.4,98.2,89.9,107.3,100.2,85.9,97.1,102.4,86.1
COc1cc(C=C2C(=O)N(C)C(=O)N(C)C2=O)cc(CN2CCN(C)CC2)c1O,110.0,99.3,105.7,115.6,94.6,82.0,96.0,95.6,106.1
COc1ccc(/C=C2\SC(=NCc3ccco3)NC2=O)cc1,83.3,71.6,58.7,92.2,60.6,72.0,95.4,89.8,86.6
COc1ccc2c(c1)C(=O)/C(=C/c1ccc([N+](=O)[O-])s1)O2,-50.7*,5.5*,-15.3*,43.8,-46.2*,-79.1*,-8.4*,28.1,-15.7*
Cc1ccc(-n2cc(-c3ccccc3)c3c(SCC(=O)N/N=C/c4ccc(N(C)C)cc4)ncnc32)cc1,92.2,88.5,128.0,106.0,97.3,69.7,99.0,97.1,83.2
CCOC(=O)C=C1C=CN(CC(=O)c2ccc(Br)cc2)C=C1,105.6,92.1,93.0,112.1,93.2,95.8,108.6,92.0,105.4
CCCCNc1ccc2c3c(cccc13)C(=O)N(c1cccc(-c3nn(-c4ccccc4)cc3-c3nc4ccccc4s3)c1)C2=O,109.8,104.1,110.0,105.6,100.5,70.4,101.0,100.9,87.7
CCOC(=O)c1sc2ncc(-c3ccc(Br)cc3)n2c1C,94.7,93.8,154.1,105.4,85.4,80.1,89.5,101.0,85.0
CC[N+](C)(CC)CC,105.1,99.1,105.3,111.7,109.3,92.7,101.8,100.1,98.5
O=C(N=Nc1c(O)[nH]c2ccccc12)c1cc2ccccc2[nH]1,97.0,95.6,110.1,99.0,93.9,81.3,98.0,100.8,106.4
CN1CCN(CCNc2nc(-c3cccc(NS(=O)(=O)c4cccc5c(N(C)C)cccc45)c3)cs2)CC1,65.9,42.6,90.7,81.8,68.1,56.8,58.9,60.8,65.5
Nc1n[nH]c(=S)s1,101.1,101.8,105.4,108.1,93.9,99.2,97.7,105.3,99.1

# 3 entries from above, field by field.
CCOC(=O)c1sc2ncc(-c3ccc(Br)cc3)n2c1C
  U251: 94.7; SF-295: 93.8; TK-10: 154.1; DU-145: 105.4; SF-539: 85.4; UO-31: 80.1; SN12C: 89.5; 786-0: 101.0; PC-3: 85.0

CC[N+](C)(CC)CC
  U251: 105.1; SF-295: 99.1; TK-10: 105.3; DU-145: 111.7; SF-539: 109.3; UO-31: 92.7; SN12C: 101.8; 786-0: 100.1; PC-3: 98.5

O=C(N=Nc1c(O)[nH]c2ccccc12)c1cc2ccccc2[nH]1
  U251: 97.0; SF-295: 95.6; TK-10: 110.1; DU-145: 99.0; SF-539: 93.9; UO-31: 81.3; SN12C: 98.0; 786-0: 100.8; PC-3: 106.4

# (continued)
SMILES,U251,SF-295,TK-10,DU-145,SF-539,UO-31,SN12C,786-0,PC-3
COC(=O)Nc1cccc2ccccc12,91.4,102.7,95.7,112.9,94.2,78.5,90.5,105.5,82.6
CCCC(=O)OCc1ccc(Cl)cc1,95.8,98.0,98.3,113.4,94.4,86.3,105.1,95.7,95.4
CC(O)c1ncc(/C=C2\SC(=S)N(CCC(=O)O)C2=O)s1 (stereo not drawn),90.3,105.5,91.2,108.8,107.9,97.9,98.4,105.7,100.9
CCCC(C)OCC(=O)O (stereo not drawn),93.5,98.5,118.6,105.5,102.3,86.6,102.7,106.8,98.4
Cc1cc(N2CCCC2)nc(NC2CCCC(Nc3ccnc4cc(Cl)ccc34)C2)n1 (stereo not drawn),-96.1*,-80.8*,-74.5*,-21.8*,-92.5*,-93.3*,-49.4*,-91.1*,-58.1*
NCCCS,101.6,104.9,98.8,120.6,111.6,83.1,111.8,105.8,100.8
CCNCCC(=O)N1[C@H](c2ccc(Cl)cc2)c2[nH]c3ccccc3c2C[C@@H]1OC(C)=O,100.0,87.4,125.3,112.5,101.0,66.0,87.9,97.8,72.7
CCCCNCCCN(CCCC)CCCNCCCC,x,94.4,97.3,113.8,103.3,83.7,89.0,102.7,90.4
CCCCC1=NC2(CCCC2)C(=O)N1Cc1ccc(-c2ccccc2-c2nn[nH]n2)cc1,96.1,101.8,115.0,94.0,100.7,74.7,93.4,95.3,109.6
C(=N\OCc1ccccc1)/c1ccccn1,93.2,103.2,92.4,110.2,110.9,95.3,95.0,92.1,110.3
CCN(CC)C(=S)SCn1nc(Cl)c2ccc([N+](=O)[O-])cc21,x,86.9,112.4,103.1,63.4,46.2,47.5,71.6,63.5
OC(c1ccc(Cl)cc1)C1CCNCC1 (stereo not drawn),95.5,x,118.9,114.1,96.5,78.3,103.9,113.4,92.1

# Random excerpt: six records from the list, in no set order.
SMILES,U251,SF-295,TK-10,DU-145,SF-539,UO-31,SN12C,786-0,PC-3
Cc1cc(N2CCCC2)nc(NC2CCCC(Nc3ccnc4cc(Cl)ccc34)C2)n1 (stereo not drawn),-96.1*,-80.8*,-74.5*,-21.8*,-92.5*,-93.3*,-49.4*,-91.1*,-58.1*
CCNCCC(=O)N1[C@H](c2ccc(Cl)cc2)c2[nH]c3ccccc3c2C[C@@H]1OC(C)=O,100.0,87.4,125.3,112.5,101.0,66.0,87.9,97.8,72.7
CCCC(C)OCC(=O)O (stereo not drawn),93.5,98.5,118.6,105.5,102.3,86.6,102.7,106.8,98.4
COC(=O)Nc1cccc2ccccc12,91.4,102.7,95.7,112.9,94.2,78.5,90.5,105.5,82.6
CCN(CC)C(=S)SCn1nc(Cl)c2ccc([N+](=O)[O-])cc21,x,86.9,112.4,103.1,63.4,46.2,47.5,71.6,63.5
OC(c1ccc(Cl)cc1)C1CCNCC1 (stereo not drawn),95.5,x,118.9,114.1,96.5,78.3,103.9,113.4,92.1

# Next results:
SMILES,U251,SF-295,TK-10,DU-145,SF-539,UO-31,SN12C,786-0,PC-3
CC(NCCOC(=O)c1ccc([N+](=O)[O-])cc1)c1ccccc1 (stereo not drawn),100.3,x,116.8,122.2,104.3,92.0,x,104.0,103.5
O=C(c1c[nH]c2ccccc12)C(O)C(c1ccccc1)N1CCN(c2ccccc2)CC1 (stereo not drawn),x,x,87.6,109.7,96.1,67.1,91.1,90.6,67.6
O=C(Nc1ccc(S(=O)(=O)O)cc1)c1ccc(N=Nc2cc(S(=O)(=O)O)c3ccccc3c2O)cc1,102.6,100.8,97.2,111.1,101.1,84.3,99.5,99.1,89.7
O=C(/C=C/c1ccc([N+](=O)[O-])cc1)c1cccc(OCCCOc2cccc(C(=O)/C=C/c3ccc([N+](=O)[O-])cc3)c2)c1,95.5,98.6,116.0,107.1,115.4,89.7,107.1,97.4,101.8
Clc1cccc(Cl)c1Cn1c(-c2cncs2)nc2ccccc21,93.7,65.4,85.1,109.7,96.8,68.3,81.6,87.6,62.2
O=S(=O)(Nc1ccc(Br)c(Cl)c1)c1ccc(-c2cnc(C3CC3)o2)cc1,x,5.8*,51.5,9.6*,-19.8*,47.5,41.1,39.0,23.9
CC1NC(=O)NC1CCCCCC(=O)O (stereo not drawn),94.5,x,100.0,107.9,104.8,x,104.5,x,86.4
Cc1nc2c3c(ncn2n1)Oc1c(c(=O)n(C)c2ccccc12)C3c1ccc(Cl)cc1 (stereo not drawn),97.6,100.4,117.6,104.8,100.9,79.1,93.6,x,96.9
O=[N+]([O-])C1=C(c2ccccc2)SC=C(c2ccccc2)S1,51.5,93.7,103.7,75.2,x,71.6,73.7,95.4,62.0
CCNc1nc2ccc(Nc3ccnc4cc(Cl)ccc34)cc2[nH]1,75.2,87.3,99.4,97.0,85.6,84.9,75.3,72.2,63.9
Fc1ccc(CCOc2cccc(CNCc3ccncc3)c2)cc1,94.4,88.3,100.3,101.0,99.1,75.0,93.8,92.8,85.4
C#CCOc1ccc(C(Nc2ccc(OC)cc2)c2nnnn2C2CCCCC2)cc1 (stereo not drawn),89.9,100.2,112.3,108.7,104.0,80.4,96.5,95.5,93.8
Cc1csc(N)n1,101.1,103.2,95.9,x,101.8,86.9,99.5,100.0,90.6
Cc1ccccc1N=Nc1ccc(N=Nc2ccc(O)cc2)c(C)c1,85.7,92.7,91.5,92.3,82.9,56.6,81.6,86.2,79.0
